FBW7 activator = human FBW7 E3 ligase activation, primary screen | AlphaScreen FBW7–phospho-cyclin E peptide binding, activator screen | Q969H0 | normalized activity (activation), % at 26.1 µM | actives 0.13% (n = 650,000); in the data active means normalized activity above about 1.9%;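 further: purified mutant Fbw7 with reduced substrate affinity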
GPR151 ag = activates the human receptor GPR151; actives 1% (n = 650,000); activation, % at 11.2 µM; AID 1508602; PathHunter beta-arrestin GPR151 cells, luminescence; Q8TDV0; in the data active means activation above about 4.9%;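 further: 0% = median of compound wells and 100% = cells with positive control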
Target sequence (Q8TDV0 whole entry, looked up): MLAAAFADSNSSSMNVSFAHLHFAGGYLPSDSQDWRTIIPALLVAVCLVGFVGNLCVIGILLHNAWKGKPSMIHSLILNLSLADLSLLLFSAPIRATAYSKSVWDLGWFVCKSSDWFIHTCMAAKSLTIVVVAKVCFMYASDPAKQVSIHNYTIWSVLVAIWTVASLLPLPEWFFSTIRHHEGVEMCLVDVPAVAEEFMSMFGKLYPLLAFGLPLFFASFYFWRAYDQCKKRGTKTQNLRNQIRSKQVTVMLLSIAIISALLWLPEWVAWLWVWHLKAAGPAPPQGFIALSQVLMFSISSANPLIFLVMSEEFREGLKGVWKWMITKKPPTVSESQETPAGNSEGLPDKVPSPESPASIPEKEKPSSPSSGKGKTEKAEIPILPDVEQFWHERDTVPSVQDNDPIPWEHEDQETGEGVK
TEAD-YAP inh = TEAD-YAP interaction inhibition | inhibition, % at 9.12 µM | HEK-TIYL cells, TEAD-Gal4/YAP UAS-luciferase luminescence | AID 1259422 | actives 1.4% (n = 640,000); in the data active means inhibition above about 32%;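 further: 0% = median of test compound wells and 100% = reference inhibitor wells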
MITF primary = blocks human microphthalmia-associated transcription factor; O75030; inhibition, % at 2.6 µM; actives 0.91% (n = 650,000); AID 1259374; AlphaScreen MITF homodimerization, bead proximity signal; in the data active means inhibition above about 50%;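 further: 0% = vehicle wells with protein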
Target sequence (O75030 whole entry, looked up): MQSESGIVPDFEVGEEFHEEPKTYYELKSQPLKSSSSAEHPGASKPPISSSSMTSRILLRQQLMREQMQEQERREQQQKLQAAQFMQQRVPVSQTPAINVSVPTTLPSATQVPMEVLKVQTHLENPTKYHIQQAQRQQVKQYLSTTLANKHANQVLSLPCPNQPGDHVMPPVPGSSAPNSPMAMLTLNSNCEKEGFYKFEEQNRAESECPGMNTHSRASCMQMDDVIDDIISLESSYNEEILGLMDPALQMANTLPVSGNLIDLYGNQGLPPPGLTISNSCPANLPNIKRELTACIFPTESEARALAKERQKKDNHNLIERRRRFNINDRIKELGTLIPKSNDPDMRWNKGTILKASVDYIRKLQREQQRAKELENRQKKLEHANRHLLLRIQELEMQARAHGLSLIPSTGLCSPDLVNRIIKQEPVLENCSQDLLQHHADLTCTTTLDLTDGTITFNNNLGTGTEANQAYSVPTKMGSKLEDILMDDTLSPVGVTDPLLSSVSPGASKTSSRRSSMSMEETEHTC
* hit, by the source's call; x = no result given.

[1] CN(C)S(=O)(=O)c1ccc(NC(=O)CSc2nccc(-c3ccc(F)cc3)n2)cc1
[2] COC(=O)c1nnn(-c2nonc2N)c1CSc1nncn1C
[3] Cc1ccc(C(=O)c2cc3c(cc2[N+](=O)[O-])OCCO3)cc1
[4] CC(C)c1ccc(-c2csc(NC(=O)c3ccc(Oc4ccccc4)cc3)n2)cc1
[5] COc1ccc(-n2c(=S)[nH]c3cc(C(=O)N4CCC(C(N)=O)CC4)ccc3c2=O)cc1
[6] Cc1ccc([N+](=O)[O-])cc1S(=O)(=O)Nc1cccc(C(F)(F)F)c1
[7] O=C(Nc1ccc2nc(SC(c3ccccc3)c3ccccc3)sc2c1)c1ccccc1F
[8] CCOC(=O)C(=O)N1c2ccccc2Sc2ccccc21

Screen / compound no.	1	2	3	4	5	6	7	8
FBW7 activator	0.1	0.0	-0.2	0.0	0.2	0.1	-0.1	0.1
GPR151 ag	4.0	-0.8	-0.3	0.1	-1.6	-0.8	0.1	-0.8
TEAD-YAP inh	0	6	-5	0	-5	12	-11	0
MITF primary	21	15	-5	-1	1	11	6	9

[9] COc1cccc(CN2CCN3C(=O)[C@@H](Cc4ccccc4)NC(=O)[C@H]3C2)c1
[10] CC1Cc2ccccc2N1C(=O)CSc1nnc(CNc2ccccc2)o1 (centres undefined)
[11] O=[N+]([O-])c1cnc(N2CCCCC2)c([N+](=O)[O-])c1
[12] Cc1cc(C)n(C(=O)c2ccnn2C)n1
[13] O=C(Oc1cccc(-c2nnco2)c1)N1CCOCC1
[14] CCN(CC)c1ccc(/C=C(/NC(=O)c2ccccc2Br)C(=O)NCCCC(=O)O)cc1
[15] O=C(c1ccccc1)c1ccc(N2CCCCC2)cc1
[16] CCOC(=O)c1cnc(SC)nc1Nc1cccc(F)c1

Screen / compound no.	9	10	11	12	13	14	15	16
FBW7 activator	0.0	-0.2	-0.1	0.2	0.0	-0.1	0.7	-0.1
GPR151 ag	-1.1	0.2	2.1	0.6	-1.0	-0.4	-2.4	-0.9
TEAD-YAP inh	2	2	-1	-4	10	-12	-55	8
MITF primary	0	-189	2	5	-3	-3	-1	-9

[17] CC1(OC(=O)c2ccco2)C(=O)C2=COC(C3CC3)=CC2=C(Br)C1=O (centres undefined)
[18] O=C(c1ccco1)c1nnn(Cc2ccccc2)c1-c1ccccc1
[19] CCSc1nnc2n(C)c(=O)c3c(n12)-c1ccccc1CC31CCCCC1
[20] O=C(Nc1cc(=O)c2ccccc2o1)N1CCCCC1
[21] CC(=O)NCCNC(=O)Cn1cnc2sc(C)c(C)c2c1=O
[22] CCCCNC(=O)c1ccc(OC)c([N+](=O)[O-])c1
[23] O=C(O)CCCCCN1C(=O)C(=O)/C(=C(/O)c2ccc([N+](=O)[O-])cc2)C1c1ccccc1Cl (centres undefined)
[24] COC(=O)c1cc(C(=O)OC)cc(-n2c(C)cc(C(=O)CN3CCC(C)CC3)c2C)c1

Screen / compound no.	17	18	19	20	21	22	23	24
FBW7 activator	-0.2	0.0	0.1	0.1	-0.3	0.3	-0.1	-0.1
GPR151 ag	-0.9	1.1	0.2	-0.6	-0.6	0.9	0.8	-0.1
TEAD-YAP inh	x	-12	-2	-17	-7	0	2	-5
MITF primary	9	6	-10	13	-3	6	-4	-6

[25] CC(=O)c1ccc(NC(=O)COc2cccc(Oc3ccccc3)c2)cc1
[26] O=C1C(=O)c2ccc(Oc3ccc([N+](=O)[O-])cc3)c3cccc1c23
[27] FC(F)(F)c1ccc(Cn2cnc3c(NCc4cccnc4)nc(N4CCN(Cc5ccc6c(c5)OCO6)CC4)nc32)cc1
[28] CCCCCCOc1ccc(C(=O)COC(=O)c2ccc(Br)cc2)cc1
[29] CC1CCc2nc(NC(=S)Nc3ccc([N+](=O)[O-])cc3)sc2C1 (centres undefined)
[30] N#Cc1c(-c2ccc(F)cc2)cc(-c2ccccc2)nc1SCc1ccc(F)cc1
[31] COc1ccc(-c2nn(-c3ccccc3)cc2C2CC(c3cccs3)=NN2C(=O)CCCC(=O)O)cc1 (centres undefined)
[32] COc1ccc(C(=O)Cn2nnc3ccccc3c2=O)cc1Br

Screen / compound no.	25	26	27	28	29	30	31	32
FBW7 activator	-0.1	-0.1	-0.2	-0.1	0.1	0.1	-0.2	0.2
GPR151 ag	-0.3	0.6	-0.7	0.1	0.5	-0.2	-0.8	-1.0
TEAD-YAP inh	1	7	8	6	5	1	0	-6
MITF primary	5	12	2	-7	9	1	-4	-6

[33] Cc1cc(C)n2nc(C(=O)N/N=C/c3ccc(C)o3)nc2n1
[34] CCCSc1ncnc2c1c(-c1ccccc1)cn2-c1ccc(OCC)cc1
[35] CC(=O)c1c(C)nc(-c2ccc(OCC(=O)Nc3ccc(F)cc3)cc2)n1O
[36] COc1ccc(C(=O)CSC2=C(C#N)C(c3ccco3)C(C(=O)Nc3ccccc3OC)=C(C)N2)cc1 (centres undefined)
[37] CCCCn1c(O)c2ccc(C(=O)N=NC(=O)COc3ccccc3Cl)cc2c1O
[38] Cc1cccc(C(=O)NNC(=O)C23CC4CC(CC(C4)C2)C3)c1O
[39] O=C(N/C(=C\c1cccc(F)c1)C(=O)N1CCOCC1)c1ccccc1Br
[40] CCc1ccc(NC(CC(=O)c2ccc(CC)cc2)c2ccc(Br)cc2)cc1 (centres undefined)

Screen / compound no.	33	34	35	36	37	38	39	40
FBW7 activator	0.0	0.1	0.0	0.3	-0.1	-0.1	0.0	0.0
GPR151 ag	0.8	-0.3	-0.4	0.0	1.2	2.4	-0.1	1.7
TEAD-YAP inh	8	9	4	-3	1	-12	1	2
MITF primary	12	14	19	-1	-1	3	3	4

[41] CC(=O)c1ccc(NC(=O)CCNS(=O)(=O)c2ccc3c(c2)CC(C)N3C(C)=O)cc1 (centres undefined)
[42] Cc1cc(C)cc(N(CC(=O)NC2CCCC2)C(=O)CCC(=O)Nc2cc(C)on2)c1
[43] O=C(Nc1ccc(Br)cc1)C1CCCN(S(=O)(=O)c2cnc[nH]2)C1 (centres undefined)
[44] COc1ccccc1NC(=O)CN(C1=NC2CS(=O)(=O)CC2S1)c1ccccc1F (centres undefined)
[45] CCN(CC)C(=O)c1sc(NC(=O)c2cccc(OC)c2)c(C(=O)OC(C)C)c1C
[46] COCc1cc(=O)n2[nH]c(C)c(-c3ccc(Cl)cc3)c2n1
[47] COC(=O)c1nnn(CC(=O)Nc2ccc(F)cc2F)c1C(=O)OC
[48] Cc1c(Cl)cccc1NC(=O)c1ccccc1[N+](=O)[O-]

Screen / compound no.	41	42	43	44	45	46	47	48
FBW7 activator	0.2	-0.1	-0.3	-0.5	0.2	0.1	-0.2	-0.1
GPR151 ag	0.3	1.0	0.0	-1.1	-1.2	3.1	2.4	3.2
TEAD-YAP inh	-2	5	0	-11	8	4	0	2
MITF primary	0	5	-5	-4	14	-8	1	-1

[49] O=C(CSc1nnc(NC2CCCCC2)s1)NNC(=O)c1cccs1
[50] Cc1ccc(CCNC(=O)Cn2c(=O)[nH]c3ccsc3c2=O)cc1
[51] COc1ccc(NC(=O)O/N=C/c2ccc(Br)cc2)cc1
[52] Cc1[nH]c2ccccc2c1C(=O)COC(=O)c1ccc([N+](=O)[O-])s1
[53] Nc1cc(SC(F)(F)F)cc2c1OCC(=O)N2
[54] Cc1nc(NC(=O)c2ccco2)ccc1I
[55] O=C(Cc1ccc(F)cc1)Nc1nc(CN2CCc3ccccc3C2)cs1
[56] CCC(C)NC(=O)CSCc1nc(-c2ccc(OC)c(OC)c2)oc1C (centres undefined)

Screen / compound no.	49	50	51	52	53	54	55	56
FBW7 activator	0.4	0.1	0.3	-0.1	-0.1	0.1	0.0	0.0
GPR151 ag	-1.6	-0.1	-1.3	-0.6	-0.4	-6.7	1.0	1.1
TEAD-YAP inh	11	0	-12	12	1	39*	27	3
MITF primary	1	-8	14	3	10	7	2	4

[57] Cc1ccc(C(c2c(C)[nH]n(-c3ccccc3)c2=O)c2c(C)[nH]n(-c3ccccc3)c2=O)cc1
[58] O=C(NCC1CCCO1)c1ccc2c(=O)n(CC3CCCO3)c(=S)[nH]c2c1 (centres undefined)
[59] COc1ccc2[nH]c3c(=O)n(CC(=O)NCc4ccccc4)c(=S)[nH]c3c2c1
[60] COc1ccc(NC(=O)c2ccc3nc(-c4ccccc4)c(-c4ccccc4)nc3c2)cc1
[61] C/C(NCc1ccccc1)=C(\C#N)C(N)=O
[62] Cc1ccc(Cl)cc1-n1c(SCc2ccccc2Cl)nc2[nH]ncc2c1=O
[63] O=C(NCCN1CCOCC1)c1cccc(N2CCc3ccccc3C2)n1
[64] CCOc1ccc(-n2c(SCC(=O)NCc3ccccc3)nc3c(sc(=S)n3-c3cccc(OC)c3)c2=O)cc1

Screen / compound no.	57	58	59	60	61	62	63	64
FBW7 activator	-0.3	0.0	0.4	0.1	0.0	0.0	0.1	-0.1
GPR151 ag	-0.1	0.1	-1.1	1.0	0.0	-0.3	1.3	0.6
TEAD-YAP inh	3	1	0	15	-13	-1	-7	1
MITF primary	1	13	5	8	3	3	-3	1

[65] CC1(C)Cc2c(c(-c3ccco3)[nH]c(=O)c2C#N)CO1
[66] Cc1cc(C)c(NC(=O)c2nccnc2CO)c(C)c1
[67] Cc1ccc(NC(=O)C2CCN(S(=O)(=O)c3c(C)[nH]c(=O)[nH]c3=O)CC2)cc1Cl
[68] Cc1ccccc1NS(=O)(=O)c1cccc(C(=O)Nc2ccccc2C(=O)O)c1
[69] CC(C)(C)c1ccc(S(=O)(=O)N2CCN(c3ccc([N+](=O)[O-])cc3)CC2)cc1
[70] COc1ccc(OC)c(Nc2nc3nonc3nc2N2CCOCC2)c1
[71] COC(=O)c1ccc(C)c(NC(=O)CN(c2cccc(C(F)(F)F)c2)S(C)(=O)=O)c1
[72] Cc1c(C(=O)Nc2ccon2)oc2ccccc12

Screen / compound no.	65	66	67	68	69	70	71	72
FBW7 activator	0.1	-0.2	-0.1	0.4	0.2	-0.2	-0.2	0.1
GPR151 ag	1.3	-0.2	1.9	0.2	0.2	0.3	1.0	-0.6
TEAD-YAP inh	5	3	0	6	-2	2	-2	-53
MITF primary	-2	-1	18	11	6	4	6	15

Five structures from above, arranged by heavy-atom count, low to high:
[18] O=C(c1ccco1)c1nnn(Cc2ccccc2)c1-c1ccccc1
[10] CC1Cc2ccccc2N1C(=O)CSc1nnc(CNc2ccccc2)o1 (centres undefined)
[34] CCCSc1ncnc2c1c(-c1ccccc1)cn2-c1ccc(OCC)cc1
[42] Cc1cc(C)cc(N(CC(=O)NC2CCCC2)C(=O)CCC(=O)Nc2cc(C)on2)c1
[27] FC(F)(F)c1ccc(Cn2cnc3c(NCc4cccnc4)nc(N4CCN(Cc5ccc6c(c5)OCO6)CC4)nc32)cc1

Screen / compound no.	18	10	34	42	27
FBW7 activator	0.0	-0.2	0.1	-0.1	-0.2
GPR151 ag	1.1	0.2	-0.3	1.0	-0.7
TEAD-YAP inh	-12	2	9	5	8
MITF primary	6	-189	14	5	2

Part of the list above with just GPR151 ag:
cpd | SMILES | GPR151 ag
67 | Cc1ccc(NC(=O)C2CCN(S(=O)(=O)c3c(C)[nH]c(=O)[nH]c3=O)CC2)cc1Cl | 1.9
68 | Cc1ccccc1NS(=O)(=O)c1cccc(C(=O)Nc2ccccc2C(=O)O)c1 | 0.2
69 | CC(C)(C)c1ccc(S(=O)(=O)N2CCN(c3ccc([N+](=O)[O-])cc3)CC2)cc1 | 0.2
70 | COc1ccc(OC)c(Nc2nc3nonc3nc2N2CCOCC2)c1 | 0.3
71 | COC(=O)c1ccc(C)c(NC(=O)CN(c2cccc(C(F)(F)F)c2)S(C)(=O)=O)c1 | 1.0
72 | Cc1c(C(=O)Nc2ccon2)oc2ccccc12 | -0.6

(continued)
[73] COCCn1c(Cc2cccn2C)nnc1SCC(=O)Nc1cc(C)cc(C)c1
[74] Cc1ccccc1C(=O)N1c2ccccc2NC(=O)CC1C (centres undefined)
[75] COC(=O)c1ccc(-c2sc3nc(N4CCOCC4)c4c(c3c2N)CC(C)(C)OC4)o1
[76] CC(=O)Cn1c(=O)c(=O)n(C(C)C)c2ccc(C(F)(F)F)cc21
[77] O=C(C(c1ccccc1)C1CCCC1)N1CCC(n2cnc3cccnc32)CC1 (centres undefined)
[78] Cc1ccc2cc(CCNC(=O)C(C)C)c(=O)[nH]c2c1C
[79] C=CCN1C(=O)C(=O)/C(=C(\O)c2ccc(Br)cc2)C1c1cccc([N+](=O)[O-])c1 (centres undefined)
[80] COc1cc(/C=N\NC(=O)c2cc(C(C)(C)C)[nH]n2)cc(OC)c1OC(C)=O

Screen / compound no.	73	74	75	76	77	78	79	80
FBW7 activator	0.2	0.8	0.1	0.0	0.2	-0.2	0.3	0.0
GPR151 ag	-2.3	-0.7	2.5	-1.9	-0.1	0.8	-1.0	0.4
TEAD-YAP inh	8	-2	-1	-3	-2	-15	-3	-6
MITF primary	6	12	-8	-2	6	-4	-4	11
